From PubChem
CHX counter: Cycloheximide Counterscreen for Small Molecule Inhibitors of Shiga Toxin. cell reporter, cycloheximide protein synthesis inhibition counterscreen. max response, %. actives 12% (n = 300,000). AID 2314, 2010; in the data active = max response mostly above about 13%, no sharp cut-off; inactive = mostly below about 14%; note: read at 38.3 µM for the half of the compounds with a filed dose; 0% is about no effect
Pf growth 96h: Primary qHTS for delayed death inhibitors of the malarial parasite plastid, 96 hour incubation; P. falciparum luciferase reporter growth, 96 h; Potency, µM (doses to about 28.7 µM), without a hit: at the highest dose activity change, negative = inhibition, most hits filed as inhibitors; actives 6.9% (n = 320,000); AID 504834, 2011; note: potency is the fitted concentration of half-maximal effect; % is set by controls: 0 for no effect and ±100 for the full control effect
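Two parasite generations (96 h, 37 C, 5% CO2) of compound exposure in infected erythrocytes (0.05% parasitemia, 2% hematocrit). Luciferase-reporter P. falciparum; decreased luminescence indicates inhibited growth, aimed at apicoplast-acting delayed death.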
Pf growth 48h: Primary qHTS for delayed death inhibitors of the malarial parasite plastid, 48 hour incubation | actives 5.9% (n = 310,000) | P. falciparum luciferase growth in erythrocytes, 48 h | AID 504832, 2011 | Potency, µM (series often up to 28.7 µM), inactives show at the top dose activity change, negative = inhibition, usual class: inhibitors; note: potency is the fitted concentration of half-maximal effect; % is set by controls: 0 for no effect and ±100 for the full control effect
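Compounds are pin-transferred into medium, infected erythrocytes (2% hematocrit, 0.1% parasitemia final) are added, and plates sit one parasite generation at 37 C in 5% CO2. Detection reagent is then added and luminescence measured.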
HCV inhibitor: qHTS Assay for Inhibitors of Hepatitis C Virus (HCV); Huh7.5.1 HCVcc-Cre infection, luciferase reporter, 44 h; Potency, µM (top dose mostly 41.8 µM), without a hit: at the highest dose activity change, negative = inhibition, usual class: inhibitors; actives 3.4% (n = 340,000); AID 651820, 2012; note: potency is the fitted concentration of half-maximal effect; % is set by controls: 0 for no effect and ±100 for the full control effect
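Reporter virus HCVcc-Cre (~0.5 moi) infects cells exposed to compound; seeding density 1,000 cells/well with 4 h settling beforehand. Luminescence, 15 sec read, taken 44 h post-infection following a 15 min RT substrate incubation.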
Shiga toxin inh: A qHTS for Small Molecule Inhibitors of Shiga Toxin; Vero cells, Shiga toxin protein synthesis inhibition reporter; inhibition, % at 38.7 µM; actives 9.2% (n = 290,000); AID 2315, 2010; in the data active = inhibition mostly above about 28%, no sharp cut-off; inactive = mostly below about 43%; note: 0% is about no effect
Giardia FBPA inh: qHTS Assay for Inhibitors of Fructose-1,6-bisphosphate Aldolase from Giardia Lamblia | purified Giardia FBPA | Potency, µM (highest dose often 59.6 µM), inactives show at the top dose activity, negative = inhibition, usual class: inhibitors | actives 0.71% (n = 290,000) | AID 2451, 2010; note: potency is the fitted concentration of half-maximal effect; % is set by controls: 0 for no effect and ±100 for the full control effect; nearly all actives have a fitted effect of over 55% in size
Target sequence (A8B2U2 whole entry, looked up): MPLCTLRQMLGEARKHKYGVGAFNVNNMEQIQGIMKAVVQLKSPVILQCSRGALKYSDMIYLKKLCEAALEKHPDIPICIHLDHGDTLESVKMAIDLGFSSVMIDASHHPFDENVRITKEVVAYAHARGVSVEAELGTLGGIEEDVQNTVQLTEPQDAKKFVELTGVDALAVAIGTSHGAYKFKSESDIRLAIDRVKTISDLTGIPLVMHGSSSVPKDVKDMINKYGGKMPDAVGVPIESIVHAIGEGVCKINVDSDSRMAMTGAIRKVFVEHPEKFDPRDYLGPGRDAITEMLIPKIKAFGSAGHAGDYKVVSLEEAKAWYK
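Giardia FBPA (40 nM reagent) was preincubated 10 min at RT with compound (up to 57.5 uM final), then substrate plus GAPDH/TPI/NAD/arsenate coupling system with diaphorase/resazurin was added; resorufin fluorescence (525/598 nm) was read after 20 min.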
The depositor's hits bear a star; ? = inconclusive; . = no result given; & = joins results of further samples; [ ] = remark or other dose. Unless noted, calls come from the whole dose curve; as a rule, active = well fitted curve in the direction sought with a large enough effect; inconclusive = small, poorly fitted or top-dose-only effect, or another doubt; inactive = no such curve, though single readings can be large; an effect the other way counts as inactive or inconclusive.

Order of values – CHX counter	Pf growth 96h	Pf growth 48h	HCV inhibitor	Shiga toxin inh	Giardia FBPA inh
- Cc1ccc(N(CCC#N)C(=O)CN2C(=O)NC(Cc3ccccc3)C2=O)cc1 (stereo unspecified)
→ -1.1	16.9%	10.2%	13.8%	5.2	5.1%
- CCCCn1c(N)c(N(CCC(C)C)C(=O)Cc2ccc(S(=O)(=O)N3CCOCC3)s2)c(=O)[nH]c1=O
→ .	-29.9%	?	?	.	.
- CCOC(=O)C1C(=O)CC(C)(O)C(C(=O)OCC)C1c1ccc(N(CC)CC)cc1 (stereo unspecified)
→ -2.6	?	-18.3%	-11.9%	-6.0	0.2%
- COc1ccccc1NC(=O)CNC(=O)Cn1c(C)cc2ccccc2c1=O
→ 5.6	-1.8%	28.2%	-1.9%	-4.6	-2.8%
- COc1ccc(Cc2nn3c(Cn4nnc5ccccc54)nnc3s2)cc1
→ -3.4	?	?	-27.8%	0.0	-0.1%
- COc1cc(SC)ccc1C(=O)NCC1CCCO1 (stereo unspecified)
→ 24.3*	.	38.4%[activator]	-2.4%	74.2	-2.0%
- COc1ccc(S(=O)(=O)NCCSCc2ccccc2C)cc1Br
→ 2.3	79.5%[activator]	1.2%	4.7%	28.0	3.2%
- O=C(NC1CCN(Cc2ccc(Cl)c(Cl)c2)CC1)c1ccccc1
→ -2.3	?	-3.6%[0.00184 µM]	?	19.7	9.3%
- COc1ccc(-c2nc(-c3ccc4c(c3)OCO4)[nH]c2-c2ccc(OC)cc2)cc1
→ 5.3	57.1%[activator]	?	8.91µM*	-6.9	-4.4%
- CC(NC(=O)c1cn(C)c2ccc(S(=O)(=O)N3CCCC3)cc2c1=O)c1ccccc1 (stereo unspecified)
→ -3.1	11.7µM*	11.7µM*	8.7%	-10.3	.
- COc1ccc(NC(=O)CS(=O)(=O)c2cccc(Cl)c2)cc1
→ -2.2	16.4%	-5.0%[0.00184 µM]	-9.1%	16.5	0.0%
- Cc1nn(C(C)CC(=O)O)c(C)c1Br (stereo unspecified)
→ -1.3	9.2%	.	-6.1%	-1.7	1.8%
- CN(C)S(=O)(=O)c1cc(NC(=O)COC(=O)Cc2ccc(Cl)cc2Cl)ccc1Cl
→ -5.1	-24.9%	-0.1%	1.5%	-7.1	-3.6%
- CCOC(=O)c1[nH]c(C)c(C(=O)N2CCc3ccccc32)c1C
→ 1.8	6.6%	?	?	-15.8	0.3%
- CCCCC(=O)OCCNC(=O)c1cc2ccccc2oc1=O
→ 1.2	36.7%[activator]	13.6%	-3.1%	23.9	-0.2%
- CC(Sc1nc2cc([N+](=O)[O-])ccc2n1-c1cccc(C(F)(F)F)c1)C(=O)NC(N)=O (stereo unspecified)
→ -2.3	0.657µM*	0.586µM*	-3.0%	-2.0	6.0%
- O=C(NC1CCN(Cc2ccccc2)CC1)c1cn(-c2ccccc2)nc1-c1cccnc1
→ .	2.33µM*	3.7µM*	-16.6%	.	.
- O=c1c2cc(F)ccc2[nH]c(=S)n1Cc1ccc(F)cc1
→ 1.7	-27.9%	-7.3%	?	-13.3	6.3%
- CSc1ccc(CN2CCN(Cc3ccccc3)C(CCO)C2)cc1 (stereo unspecified)
→ -3.0	11.7µM*	-7.5%	-11.5%	14.3	4.1%
- CCCCN(C(=O)CSCc1c(C)noc1C)c1c(N)n(CCC)c(=O)[nH]c1=O
→ -2.1	0.3%	2.3%	3.7%	-4.2	.
- COC(=O)C1=C(C)N(Cc2ccccc2)C(=NCc2cccc(Cl)c2)N[C@H]1c1ccccc1
→ -2.7&-2.4	?	4.5%&3.5%	?	-3.4&-1.2	18.8%&-5.3%
- O=C(CSc1nnc2ccccn12)N1CCc2ccccc2C1
→ 29.4*	55.6%[activator]	88.4%[activator]	1.8%	135.6*	-3.7%
- O=C(C(=O)N1CCOCC1)c1cn(CC(=O)N2CCCCC2)c2ccccc12
→ 0.5	55.6%[activator]	13.7%	19.7%	-11.0	.
- COc1ccc(CN2CCN(CCCc3ccccc3)C(CCO)C2)cc1OC (stereo unspecified)
→ -2.4	-17.9%	?	-22.0%	.	-3.4%
- COc1ccc(-n2nc3c(c2NC(C)=O)CS(=O)(=O)C3)cc1
→ -2.1	-0.8%	8.9%	17.7%	-16.3	23.2%
- O=C(c1ccccc1F)N(Cc1cccs1)C1CCS(=O)(=O)C1 (stereo unspecified)
→ -3.6	?	3.9%	17.7%	-13.7	-5.1%
- CC(=O)c1ccc(N2CCN(S(=O)(=O)c3ccc4c5c3CC(=O)N5CC(C)S4)CC2)cc1 (stereo unspecified)
→ 1.7	?	3.29µM*	?	-19.5	?
- CC(=O)Nc1ccccc1Oc1ccccc1
→ 1.3	-1.1%	7.8%	8.4%	-9.6	0.0%
- CCC(C)c1ccc(NC(=O)c2cccs2)cc1 (stereo unspecified)
→ 30.5*	?	.	-18.8%	58.7*	-8.6%
- COCP(=O)(c1ccccc1)c1ccccc1
→ 0.5	45.9%[activator]	.	6.4%	5.4	-1.7%

Part of the list above, as a markdown table.
| SMILES | CHX counter | Pf growth 96h | Pf growth 48h | HCV inhibitor | Shiga toxin inh | Giardia FBPA inh |
| --- | --- | --- | --- | --- | --- | --- |
| COc1ccc(Cc2nn3c(Cn4nnc5ccccc54)nnc3s2)cc1 | -3.4 | ? | ? | -27.8% | 0.0 | -0.1% |
| COc1cc(SC)ccc1C(=O)NCC1CCCO1 (stereo unspecified) | 24.3* | . | 38.4%[activator] | -2.4% | 74.2 | -2.0% |
| COc1ccc(S(=O)(=O)NCCSCc2ccccc2C)cc1Br | 2.3 | 79.5%[activator] | 1.2% | 4.7% | 28.0 | 3.2% |
| O=C(NC1CCN(Cc2ccc(Cl)c(Cl)c2)CC1)c1ccccc1 | -2.3 | ? | -3.6%[0.00184 µM] | ? | 19.7 | 9.3% |
| COc1ccc(-c2nc(-c3ccc4c(c3)OCO4)[nH]c2-c2ccc(OC)cc2)cc1 | 5.3 | 57.1%[activator] | ? | 8.91µM* | -6.9 | -4.4% |
| CC(NC(=O)c1cn(C)c2ccc(S(=O)(=O)N3CCCC3)cc2c1=O)c1ccccc1 (stereo unspecified) | -3.1 | 11.7µM* | 11.7µM* | 8.7% | -10.3 | . |

Next section.
Order of values – CHX counter	Pf growth 96h	Pf growth 48h	HCV inhibitor	Shiga toxin inh	Giardia FBPA inh
- O=CN1Cc2ccccc2-c2ccccc2C1
→ -3.8	114.2%[activator]	6.0%	4.3%	-2.0	-6.6%
- Cc1cccc(NC(=O)CN2C(=O)CSC2=O)c1
→ -2.9	-22.2%	?	0.4%	-3.2	0.5%
- COc1ccc(S(=O)(=O)N/N=C\c2ccc3c(c2)OCO3)cc1
→ -1.3	0.0%	15.7%	5.5%	17.9	7.7%
- CC(C)(C)NC(=O)NC(=O)CN1CCCCCCC1
→ 11.3	-11.3%	24.0%	5.3%	22.4	-1.8%
- CCOc1ccc(CCNC(=O)C2CCN(c3nn4c(=O)cc(C)nc4s3)CC2)cc1
→ -2.9	58.8%[activator]	10.4µM*	14.5%	-30.2	1.7%
- CS(=O)(=O)c1ccc(N2CCN(S(=O)(=O)c3cccs3)CC2)c([N+](=O)[O-])c1
→ .	?	?	-19.6%	.	.
- CC1CCN(C(=O)C2CCC(CNS(=O)(=O)c3cccc4cccnc34)CC2)CC1 (stereo unspecified)
→ -1.8	9.28µM*	.	.	-8.1	10.1%
- CCOC(=O)CCS(=O)(=O)c1ccc(-c2ccc(S(=O)(=O)CCC(=O)OCC)cc2)cc1
→ -4.5	13.3%	-2.6%	10.1%	-22.1	1.0%
- N=C(N)SCc1cccc2ccccc12
→ -4.8	0.0%	9.28µM*	6.31µM*	-17.7	-4.5%
- CC(=O)/C(=C/Nc1ccc(Oc2ccccc2)cc1)c1ccccc1
→ 11.2	?	0.0%	4.6%	-2.7	-9.5%
- CC(=O)c1cccc(NC(=O)C2=CC(c3ccco3)=NS(=O)(=O)N2C)c1
→ 12.0	44.6%[activator]	59.3%[activator]	-3.2%	12.4	.
- CCCC(=O)N1c2ccccc2C(N(C(C)=O)c2ccccc2)CC1C (stereo unspecified)
→ 10.0	-9.4%	?	-21.0%	-7.8	1.8%
- CCOC(=O)N1CCN(C2CC(=O)N(c3ccc(Cl)c(Cl)c3)C2=O)CC1 (stereo unspecified)
→ -0.9	84.4%[activator]	13.7%	10.8%	-2.9	2.5%
- O=C(Cn1cnc2c(nnn2-c2ccc(F)cc2)c1=O)N1CCCc2ccccc21
→ 12.9	31.0%[activator]	-22.1%	-27.7%	-8.5	-0.6%
- CN(C)S(=O)(=O)c1ccc(N2CCCC2)c(C(=O)Nc2ccccc2OC(F)F)c1
→ -2.2	0.0%	?	-20.4%	4.9	1.1%
- CCCn1c(=O)c(C(=O)Nc2ncccc2C)c(O)c2ccccc21
→ -2.1	7.1%	19.9%	?	-17.0	-13.0%
- COc1cc(C(=O)Oc2ccccc2/C=N/NC(=O)c2ccc(Cl)cc2)cc(OC)c1OC
→ 15.4*	5.7%	13.1µM*	2.82µM*	54.9*	-2.3%
- CCOc1ccccc1NC(=O)Nc1ccc(CC#N)cc1
→ 17.2*	14.6%	7.2%	?	28.5	-13.5%
- CCOC(=O)c1[nH]c2ccc(OC)cc2c1NC(=S)N1CCN(c2cccc(C)c2C)CC1
→ 16.6*	-27.3%	?	10µM*	26.9	-17.6%
- Cc1cccc(C)c1NC(=O)CSc1nnc(C)c(=O)[nH]1
→ 6.4	3.5%	2.0%	1.5%	-15.5	8.9%
- COc1ccc(C2(CNC(=O)c3ccccc3)CCCC2)cc1OC
→ 1.1	-25.4%	-5.6%	-12.1%	-9.8	-11.0%
- CCCn1nnnc1NCc1ccc(N2CCCC2)cc1
→ 6.6	-7.0%	15.4%	-3.1%	7.6	-0.3%
- CCCCCn1c(CCC(=O)Oc2ccccc2OC)nc2c1c(=O)[nH]c(=O)n2CCCC
→ -2.4	13.1µM*	.	18.3%	-17.8	6.0%
- Cc1cccc(Nc2c(-c3ccc(N4CCOCC4)cc3)nc3ncccn23)c1
→ 17.4	?	?	-0.2%[8.37 µM]	21.3	5.4%
- CCN(CC)S(=O)(=O)c1ccc(OC)c(NC(=O)c2cccs2)c1
→ -2.5	.	?	2.3%	-14.2	1.3%
- Cc1ccc(C(=O)NCCN(C)C)cc1C
→ 0.9	-92.6%	.	-8.9%	-6.5	-1.4%
- C/C(N)=C(/C#N)C(=O)COC(=O)CCSc1ccccc1
→ 10.6	15.8%	4.2%	19.8%&-2.7%	-9.6	0.7%
- CCOC(=O)N(C)c1ccc(C(O)(C(F)(F)F)C(F)(F)F)cc1
→ 8.7	?	20.8%	3.0%	14.6	-8.9%
- O=C(CN(Cc1ccccc1)C(=O)CCC(=O)Nc1ccccn1)NCc1ccc(F)cc1
→ -4.3	-15.5%	-13.3%	-5.8%	-7.5	3.6%
- CN(CC(=O)Nc1nc2ccccc2s1)S(=O)(=O)c1ccc(Br)cc1
→ 8.6	.	-16.1%	?	23.6	-5.4%
- CCOC(=O)N=S(N)(=O)c1ccc(Cl)cc1 (stereo unspecified)
→ 9.8	?	1.2%	-2.2%	-6.0	-2.2%
- Nc1cccc(Nc2nc(OC(C(F)(F)F)C(F)(F)F)nc(OC(C(F)(F)F)C(F)(F)F)n2)c1
→ -2.4	?	?	?	-16.7	-17.3%
- N#Cc1nc(Cl)c(Cl)c(NN)c1Cl
→ -0.2	-9.3%	-22.3%	1.3%	29.8	1.7%
- Cc1ccc(N=c2c([N+](=O)[O-])nn(-c3ccc(Cl)cc3)n2O)cc1C
→ 18.2	0.828µM*	11.7µM*	10.8%	26.2	-14.2%
